# Scp-1 inhibitor – inhibitors of human Scp-1 phosphatase; Recombinant Scp1, phosphopeptide, malachite green phosphate absorbance; inhibition, % at 20 µM; 340,000 compounds, 0.88% hits;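 active = inhibition above about 50% at 20 µM, limit read from the data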;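 also: plate controls were DMSO wells with enzyme for no effect and wells lacking enzyme for full effect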
#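 System: truncated SCP-1 phosphatase (76-261aa); medium: Tris acetate buffer pH 5.5 with MgCl2 and Tween-20; incubation: 45 min room-temperature reaction, 5 min colour, 30 min stabiliser; compound: single 20 µM dose, 1% DMSO; reagent: Phosphorylated 17-residue peptide substrate; read-out: % inhibition at 20 µM; technique: colorimetric free-phosphate detection, absorbance 630 nm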
# CSN inh – inhibitors of human CSN-mediated cullin deneddylation | Q92905 | inhibition, % at 12.5 µM | Purified CSN, SCF-Nedd8-OG deneddylation, fluorescence polarization | 360,000 compounds, 0.38% hits | AID 651999;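 active = pattern-corrected inhibition above about 35%, with an unprinted fluorescence ratio check between 0.5 and 1.5, limit read from the data, passing the limit was not always enough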;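 also: 0% = enzyme with substrate and 100% = substrate without enzyme; some results filed as inactive read as strong as hits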
#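 Detection – fluorescence polarization · System – HEK293T-derived human Csn5 enzyme · Controls – substrate-only high control, full reaction low control · Timing – 90 min, room temperature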
# SUMO1 PPI mod – SUMO1-SIM interaction modulation. P63165. SUMO1 binding to a labelled peptide, TR-FRET, 1 h. inhibition, % at 20 µM. 360,000 compounds, 0.33% hits. AID 602429; in the data active = inhibition above about 37%
# Rpn11 block – inhibitors of human proteasome Rpn11. human 26S proteasome, Ub4-pepOG fluorescence polarization; 20S core pre-blocked with epoxomicin. calls only at 20 µM. 360,000 compounds, 0.59% hits;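 active = inhibition at 20 µM, scaled to each plate's controls, above about 33%, limit read from the data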
# TbMetRS inhib – Trypanosoma brucei MetRS inhibition | inhibition, % at 11.9 µM | 360,000 compounds, 0.4% hits | purified T. brucei MetRS, ATP depletion, Kinase-Glo luminescence;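 active = inhibition above a per-plate cutoff of the control wells' mean inhibition plus 3 SD, cut at about 5.5% in these data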;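 also: 0% = DMSO wells median and 100% = median of wells with control inhibitor compound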
#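 Measured by: Kinase-Glo luciferase luminescence reporting remaining unconsumed ATP. Material: purified T. brucei MetRS enzyme. Doses: 11.9 µM compound single dose, 0.9% DMSO. Medium: HEPES buffer containing pyrophosphatase, BSA, spermine, DTT. Times: 15 min preincubation, 2 h reaction, all 25 °C. Reagent: methionine, ATP and bulk E. coli tRNA.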
# STEP block – blocks human striatal-enriched tyrosine phosphatase | P54829 | recombinant STEP, OMFP fluorogenic substrate, fluorescence | AID 588621 | 360,000 compounds, 0.25% hits | inhibition, % at 20 µM;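 active = inhibition at 20 µM, scaled per plate between control wells, above about 37%, limit read from the data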;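 also: 0% = DMSO with enzyme and substrate and 100% = substrate only without enzyme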
#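 System: isolated STEP enzyme; schedule: 20 min enzyme reaction at room temperature, protected from light; medium: Bis-Tris buffer pH 6.0, 2.5 mM DTT, 0.005% Tween 20; signal: fluorescence, 480/540 nm; dosing: single compound dose of 20 µM, 1% DMSO final; also added: OMFP substrate, 25 µM final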
# MsrA inhibitor – inhibitors of bovine MsrA. 360,000 compounds, 0.75% hits. inhibition, % at 15.5 µM. purified bovine MsrA, absorbance read-out; in the data active = inhibition above about 4.5%;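 also: 0% = vehicle wells with enzyme and 100% = reference inhibitor wells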
# DNMT1 block – DNMT1 (human) enzyme inhibition | DNMT1 molecular beacon, Hinp1I cleavage, fluorescence | inhibition (reported as % activation of signal), % at 10 µM | 360,000 compounds, 0.83% hits | AID 588458; in the data active = inhibition above about 50%
# Target sequence (P26358 504-1616 limits assumed): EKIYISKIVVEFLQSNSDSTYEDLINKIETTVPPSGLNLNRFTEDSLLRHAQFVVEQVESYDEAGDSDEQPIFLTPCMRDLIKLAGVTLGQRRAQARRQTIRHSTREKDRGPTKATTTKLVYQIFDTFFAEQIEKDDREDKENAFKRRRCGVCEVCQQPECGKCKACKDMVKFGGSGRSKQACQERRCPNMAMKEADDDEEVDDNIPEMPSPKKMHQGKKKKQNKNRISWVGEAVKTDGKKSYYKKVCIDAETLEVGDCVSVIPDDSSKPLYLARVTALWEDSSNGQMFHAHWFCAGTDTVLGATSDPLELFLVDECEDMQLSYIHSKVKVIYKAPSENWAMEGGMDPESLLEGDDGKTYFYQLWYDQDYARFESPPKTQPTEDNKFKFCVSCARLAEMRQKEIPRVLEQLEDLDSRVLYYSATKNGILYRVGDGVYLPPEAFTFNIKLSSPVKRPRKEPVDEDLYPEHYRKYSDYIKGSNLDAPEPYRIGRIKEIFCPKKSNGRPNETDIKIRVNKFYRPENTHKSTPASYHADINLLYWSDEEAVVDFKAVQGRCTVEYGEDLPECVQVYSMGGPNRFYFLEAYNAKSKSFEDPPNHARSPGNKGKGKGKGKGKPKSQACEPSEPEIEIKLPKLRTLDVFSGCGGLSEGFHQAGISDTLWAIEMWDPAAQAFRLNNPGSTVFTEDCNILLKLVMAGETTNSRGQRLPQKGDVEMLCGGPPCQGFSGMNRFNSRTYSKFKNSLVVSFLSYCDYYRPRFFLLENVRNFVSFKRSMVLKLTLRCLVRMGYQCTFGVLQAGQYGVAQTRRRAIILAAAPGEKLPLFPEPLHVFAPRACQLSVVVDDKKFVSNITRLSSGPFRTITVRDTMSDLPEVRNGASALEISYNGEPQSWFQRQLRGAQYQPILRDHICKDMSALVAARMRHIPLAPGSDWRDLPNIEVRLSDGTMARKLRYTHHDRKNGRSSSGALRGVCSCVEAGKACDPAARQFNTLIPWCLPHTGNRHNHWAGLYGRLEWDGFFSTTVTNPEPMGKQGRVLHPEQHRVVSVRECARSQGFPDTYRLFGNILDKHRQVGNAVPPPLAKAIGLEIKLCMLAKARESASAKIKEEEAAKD
# LMPTP inh – LMPTP (human) inhibition; P24666; recombinant LMPTP-A, OMFP fluorogenic substrate, fluorescence intensity; inhibition, % at 20 µM; 360,000 compounds, 0.22% hits;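 active = compounds that cut the enzyme signal by at least half of the control window in the single-dose screen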;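 also: plate controls were DMSO wells with enzyme plus substrate for no effect and substrate without enzyme for full effect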
#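 Test system: LMPTP-A, protein tyrosine phosphatase of low molecular weight; Input: 0.625 nM enzyme; Incubation: 50 min dark incubation at room temperature; Signal: endpoint fluorescence intensity from OMFP dephosphorylation; Read-out basis: % inhibition versus control wells.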
# NadD inh – NadD (S. aureus) enzyme inhibition; purified NadD enzyme, colorimetric absorbance read-out; inhibition, % at 20 µM; 360,000 compounds, 0.78% hits; in the data active = inhibition above about 26%; also: some compounds past the cut are filed as inactive
# * marks the source's active call; other numbers are inactive results; i = inactive; · = no result given. The order is random, and some 3.9% of all compounds hit somewhere here.
SMILES,Scp-1 inhibitor,CSN inh,SUMO1 PPI mod,Rpn11 block,TbMetRS inhib,STEP block,MsrA inhibitor,DNMT1 block,LMPTP inh,NadD inh
O=C(CN1C(=O)S/C(=C\c2ccc(F)cc2)C1=O)NC1C=CS(=O)(=O)C1 (centres undefined),-6,-4,-30,i,-0.3,0,3.0,2,-0.5,-1
Cc1ccc(NC(=O)COc2cccnc2[N+](=O)[O-])cc1S(=O)(=O)N1CCCCC1,-7,-3,-19,i,-0.2,2,0.6,-10,1.2,-6
Cc1ccc(NC(=O)C2CCCN(S(=O)(=O)c3cccc4cccnc34)C2)cc1 (centres undefined),-5,0,1,i,0.0,1,0.4,-3,-0.1,5
CC(C)c1ccc(NC2CCCN(C(=O)CCn3cnnn3)C2)cc1 (centres undefined),-1,-4,0,i,-0.4,-1,0.8,0,-2.4,-4
Cc1nn(-c2ccc(F)cc2)c(Cl)c1/C=C/C(=O)OCC(=O)Nc1ccc(F)cc1F,-2,-16,-2,i,-0.8,-1,0.8,5,-2.5,-4
C[C@H]1CN([C@@H](C)CO)S(=O)(=O)c2ccc(Br)cc2O[C@@H]1CN(C)C(=O)c1cccnc1,·,-2,-1,i,-0.9,1,-1.0,2,-5.7,4
CC(C)Cn1cc(-c2cccc3nccn23)cn1,·,2,-10,i,-0.2,-1,0.0,6,1.2,0
COc1cccc(C(=O)Nc2ccc(NC(C)=O)cc2)c1,-7,-5,3,i,0.2,0,1.8,1,-2.1,3
CC(=O)Cc1nsc(NC(=O)c2c(-c3ccccc3Cl)noc2C)n1,-4,6,0,i,-0.5,-4,0.0,1,0.3,10
Cc1cc(S(=O)(=O)NC2CC(C)(C)NC(C)(C)C2)c(Cl)cc1Cl,-2,-4,1,i,-0.9,0,-1.3,-2,2.0,-11
CS(=O)(=O)ON=C1CCN(S(=O)(=O)c2ccccc2)CC1,-8,-4,2,i,0.8,0,-1.8,-1,-1.2,-2
O=C(NCC(=O)N1CC=C(c2ccccc2)CC1)c1ccc(OC(F)F)cc1,-2,1,-2,i,-0.5,2,0.6,0,-1.5,-8
Cc1ccccc1C(=O)c1ccc2c(c1)n(C)c(=O)n2C,-2,1,1,i,-0.7,24,1.1,-2,-0.5,1
CCOc1cc(CNn2cnnc2)cc(Cl)c1OCC(=O)NC(C)(C)C,-5,4,2,i,-2.1,-5,-0.8,4,-1.3,-1
CCn1c(=O)c(C(=O)Nc2ncccc2O)c(O)c2ccccc21,-12,-1,-2,i,-0.6,5,4.5,-10,3.8,-1
COC(=O)c1c(NC(=O)c2cccs2)sc2c1CCC(C)C2 (centres undefined),-10,-3,-7,i,-0.5,-1,-0.2,-3,4.7,-6
Cc1ccc(NC(=O)CCOc2ccccc2C)cc1F,-6,4,3,i,0.0,-1,-0.8,1,1.1,-4
O=C(CS(=O)(=O)c1ccccc1)Nc1nc(-c2ccccc2)cs1,-5,3,2,i,-0.5,-1,-0.7,-8,1.0,-10
CCOc1ccccc1OCCCCCc1c(C)n[nH]c1C,-7,-4,3,i,0.1,3,1.0,-2,-0.6,0
COc1ccc(Cl)cc1NC(=O)C(C)Sc1n[nH]c(N)n1 (centres undefined),-8,-3,2,i,-0.6,3,0.1,-3,-0.2,-5
COC(=O)C1=C(C)N(Cc2ccc(OC)cc2)C(=O)C1,-4,-4,8,i,-0.4,3,-1.1,-3,-2.2,-1
COc1ccc(-n2nc(C(=O)NCC(=O)N3CCN(Cc4ccccc4)CC3)c3ccccc3c2=O)cc1OC,-5,-5,-9,i,-0.5,0,1.1,2,0.2,3
CCN1CCN(CCCNC(=O)c2ccccc2NC(=O)C2=C(C)OCCS2)CC1,-3,3,-2,i,0.0,-2,-1.2,-1,-3.6,-4
CN(C)S(=O)(=O)c1cccc(NC(=O)COC(=O)CCSc2ccc(Cl)cc2)c1,-10,1,-3,i,-0.2,2,-0.1,-3,1.7,-7
O=C(CN1CCN(S(=O)(=O)c2ccc(Br)cc2)CC1)N/N=C/c1cccs1,-6,-13,-8,i,-0.3,-3,2.1,-1,-0.1,-5
# Other results:
SMILES,Scp-1 inhibitor,CSN inh,SUMO1 PPI mod,Rpn11 block,TbMetRS inhib,STEP block,MsrA inhibitor,DNMT1 block,LMPTP inh,NadD inh
Cc1nc(C(C)NC(=O)c2cc(COc3ccc(F)c(F)c3)on2)cs1 (centres undefined),0,0,-3,i,-0.3,-2,-0.9,-1,1.3,-7
CCOc1ccccc1OCC(=O)Nc1ccc(OC)c(S(=O)(=O)N2CCCCC2)c1,-5,0,3,i,-0.2,-2,1.4,-1,1.1,-5
COC(=O)C[C@@H]1OC[C@H](Cc2ccccc2)N1S(=O)(=O)c1ccc(C)cc1,·,-3,1,·,-0.8,·,1.1,·,0.7,·
O=C(O)C1CCC(=O)N1C(=O)OCc1ccccc1 (centres undefined),5,-2,-3,i,-0.6,-1,0.6,0,-1.4,-8
OC[C@H]1O[C@@H](c2nc(-c3ccc(CN4CCOCC4)cc3)no2)[C@H](O)[C@@H](O)[C@H]1O,·,0,2,i,0.5,-1,0.4,3,-0.7,-3
COc1ccc(CCC(=O)NC(C)C2CCCO2)cc1 (centres undefined),-7,0,0,i,-0.1,-3,-1.8,0,-3.6,-1
CCOC(=O)N1CCN(CC(=O)Nc2nccs2)CC1,·,-4,1,i,0.1,-3,-0.4,1,-0.8,1
COc1cccc(OC(=O)N2CCOCC2)c1,-4,3,1,i,-0.5,0,-1.0,4,-1.7,-9
COc1cccc(NC(=O)NNC(=O)CCc2ccc(O)c(O)c2)c1,-4,-3,23,i,-0.3,0,0.5,5,42,1
CCCCOCCCNC(=O)/C=C/c1ccccc1Cl,-2,3,-4,i,-0.6,4,-0.1,2,-0.9,-6
CCc1ccccc1NC(=S)N(CCc1ccncc1)C(C)C,-3,5,-1,i,0.0,0,0.1,3,-3.0,-4
Cc1ccc(S(=O)(=O)N2CCN(CC(=O)NC(C)c3ccccc3)CC2)cc1 (centres undefined),-5,-4,3,i,-0.5,3,0.9,-2,-1.6,-4
Cc1nn(Cc2nnc(SCC(=O)Nc3ccc(Cl)cc3)n2C)c(C)c1[N+](=O)[O-],-3,-4,3,i,0.9,-3,0.0,2,-0.4,-4
Cc1cccc(C(=O)OCC(=O)N(C)C(c2ccccc2)c2ccccc2)c1[N+](=O)[O-],-14,6,1,i,-0.3,-1,-0.4,-1,5.2,-13
COc1ccc(/C=C(\NC(=O)c2ccc([N+](=O)[O-])cc2)C(=O)N2CCOCC2)cc1,3,-7,-26,i,0.0,-1,1.6,-1,-0.4,-2
CCOC(=O)N1CCC(NC(=O)c2ccc(NC(=O)C3CCCO3)cc2)CC1 (centres undefined),3,-5,-2,i,-0.6,-2,0.4,3,-1.7,8
O=C(Nc1nnc(C2CC2)s1)C1Cc2ccccc2CN1C(=O)c1ccco1 (centres undefined),-1,2,8,i,-0.6,1,-1.0,-2,1.6,11
CCc1c(C(=O)Nc2ccncc2)csc1C,2,7,1,i,-0.7,1,0.2,-6,0.2,1
COc1ccc(S(=O)(=O)Nc2nncs2)cc1,2,-5,1,i,-1.0,-2,-0.3,0,-2.8,-4
CCCCc1nnc(NC(=O)CSCc2cc(=O)n3c(C)csc3n2)s1,-5,-3,0,i,-0.1,3,1.7,2,-0.2,4
O=C(NCc1ccccc1)C1C2C=CC3(CN(Cc4cccnc4)C(=O)C13)O2 (centres undefined),-5,0,2,i,0.3,-1,-1.2,1,-0.9,-1
CCCC(=O)N(Cc1cc2cc(OC)ccc2[nH]c1=O)c1ccc(OC)cc1,·,0,1,i,0.3,0,2.0,-2,-0.2,6
COc1ccc(CNC(=O)[C@H](C)NC(=O)C2CCN(C(=O)[C@@H](N)Cc3ccccc3)CC2)cc1,12,5,4,i,-0.7,1,0.4,3,-1.6,2
Cc1ccc(C)c(S(=O)(=O)N2CCC3(CC2)OCCO3)c1,0,-1,0,i,-0.6,2,1.5,1,-0.9,-1
COc1ccccc1N1C(=O)CCC1(C#N)c1ccc(Br)cc1 (centres undefined),-20,-1,0,i,-0.3,-1,0.0,-2,-1.0,-3
O=S(=O)(c1cccs1)N1CN(Cc2ccc(F)cc2)c2nc3ccccc3nc21,6,8,-6,i,1.8,3,1.7,-6,1.7,3

# An excerpt of these results, with values ahead of the structure.
Scp-1 inhibitor | CSN inh | SUMO1 PPI mod | Rpn11 block | TbMetRS inhib | STEP block | MsrA inhibitor | DNMT1 block | LMPTP inh | NadD inh | Compound
· | 0 | 2 | i | 0.5 | -1 | 0.4 | 3 | -0.7 | -3 | OC[C@H]1O[C@@H](c2nc(-c3ccc(CN4CCOCC4)cc3)no2)[C@H](O)[C@@H](O)[C@H]1O
-7 | 0 | 0 | i | -0.1 | -3 | -1.8 | 0 | -3.6 | -1 | COc1ccc(CCC(=O)NC(C)C2CCCO2)cc1 (centres undefined)
· | -4 | 1 | i | 0.1 | -3 | -0.4 | 1 | -0.8 | 1 | CCOC(=O)N1CCN(CC(=O)Nc2nccs2)CC1
-4 | 3 | 1 | i | -0.5 | 0 | -1.0 | 4 | -1.7 | -9 | COc1cccc(OC(=O)N2CCOCC2)c1
-4 | -3 | 23 | i | -0.3 | 0 | 0.5 | 5 | 42 | 1 | COc1cccc(NC(=O)NNC(=O)CCc2ccc(O)c(O)c2)c1
-2 | 3 | -4 | i | -0.6 | 4 | -0.1 | 2 | -0.9 | -6 | CCCCOCCCNC(=O)/C=C/c1ccccc1Cl
-3 | 5 | -1 | i | 0.0 | 0 | 0.1 | 3 | -3.0 | -4 | CCc1ccccc1NC(=S)N(CCc1ccncc1)C(C)C
-5 | -4 | 3 | i | -0.5 | 3 | 0.9 | -2 | -1.6 | -4 | Cc1ccc(S(=O)(=O)N2CCN(CC(=O)NC(C)c3ccccc3)CC2)cc1 (centres undefined)
-3 | -4 | 3 | i | 0.9 | -3 | 0.0 | 2 | -0.4 | -4 | Cc1nn(Cc2nnc(SCC(=O)Nc3ccc(Cl)cc3)n2C)c(C)c1[N+](=O)[O-]
-14 | 6 | 1 | i | -0.3 | -1 | -0.4 | -1 | 5.2 | -13 | Cc1cccc(C(=O)OCC(=O)N(C)C(c2ccccc2)c2ccccc2)c1[N+](=O)[O-]

# From PubChem BioAssay
